NOD1 NF-kB reporter – NOD1 signaling inhibitors, primary screen, cell-based, luminescence, uHTS (AID 1578). NOD1-driven NF-kB luciferase reporter cells, luminescence; higher % means a stronger effect. inhibition, % at 4 µM, or EC50 in µM where a hit was titrated. 290,000 compounds, 1% hits; in the data active = inhibition mostly above about 36%, no sharp cut-off; inactive = mostly below about 34%;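 also: HEK-293T reporter cells stimulated with the NOD1 agonist gamma-tri-DAP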
KOR beta-arrestin-1 – kappa opioid receptor blockers – cell-based, luminescence, uHTS (AID 1778); KOR beta-arrestin recruitment, luminescence, antagonist mode; higher % means a stronger effect; one-dose inhibition, % at 10 µM; IC50 in µM for titrated hits; 290,000 compounds, 0.091% hits; also: strong numbers were not always called active
HIV fusion peptide – cell-free HIV fusion peptide-binding blockers – biochemical, uHTS, fluorescence dequenching, primary screen (AID 1986); inhibition, % at 20 µM, or IC50 in µM where a hit was titrated; cell-free peptide binding, fluorescence dequenching, 30 min; higher % means a stronger effect; 290,000 compounds, 0.3% hits; in the data active = inhibition mostly above about 52%, no sharp cut-off; inactive = mostly below about 76%; also: some results filed as inactive read as strong as hits
HEK293 NOD2/NF-kB – inhibition of NOD2-driven NF-kB reporter – cell-based, luminescence, uHTS, HEK293 (AID 1566); 290,000 compounds, 0.63% hits; HEK293 NOD2/NF-kB luciferase reporter, luminescence; higher % means a stronger effect; inhibition, % at 4 µM; hits with a dose series show EC50 in µM; also: many of its hits are not listed in these tables
AID2073 – disruptors of CaV2.2 binding to Mint1 – biochemical, HTRF (AID 2073); HTRF protein-protein interaction, Mint1-CaV2.2; higher % means a stronger effect; inhibition, % at 20 µM, or IC50 in µM where a hit was titrated; 290,000 compounds, 0.19% hits; in the data active = inhibition mostly above about 51%, no sharp cut-off; inconclusive = no clear call, values can overlap the other calls; inactive = mostly below about 53%; also: some results filed as inactive read as strong as hits
Yfh1-depleted yeast – mitochondrial function rescue without frataxin homolog – Friedreich's ataxia, plus single-dose screen, dose response (AID 1465) | 220,000 compounds, 0.074% hits | one-dose fold induction at 50 µM; EC50 in µM for titrated hits | S. cerevisiae Yfh1-off respiration, WST-1 reduction, 72 h; higher fold induction means a stronger effect;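 active = fold induction of absorbance versus untreated yeast above a set limit, then at least 30% activation at any dose in follow-up; inconclusive = repeats straddling the limit, or above it without dose testing; inactive = fold induction below the set limit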;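 also: activators that raise dye reduction in frataxin-depleted yeast; strong numbers were not always called active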
West Nile antiviral – inhibition of WNV-induced cytopathic effect – cell-based, CPE readout (AID 1621). West Nile virus-infected cells, CPE inhibition; higher % means a stronger effect. CPE inhibition, % at 10 µM, or IC50 in µM where a hit was titrated. 290,000 compounds, 0.02% hits; in the data active = a potency from the dose series; inconclusive = CPE inhibition mostly from about 3.7% at the one dose, without a potency; inactive = the rest, 99 in 100 with CPE inhibition below about 2.2%; also: strong numbers were not always called active
Dengue-2 NS5 capping – flavivirus cap methylation enzyme inhibition – biochemical, confirmation dose response, primary screen (AID 588689) | Dengue-2 NS5 methyltransferase capping enzyme assay, biochemical; higher % means a stronger effect | 340,000 compounds, 0.3% hits | inhibition, % at 25 µM; hits with a dose series show IC50 in µM; in the data active = a potency from the dose series; inconclusive = inhibition above about 29% without an active follow-up result
KOR beta-arrestin-2 – KOR agonists, beta-arrestin recruitment, primary screen, cell-based, luminescence, uHTS (AID 1777). KOR beta-arrestin recruitment, luminescence; higher % means a stronger effect. activation, % at 10 µM; hits with a dose series show EC50 in µM. 280,000 compounds, 0.02% hits; in the data active = activation above about 50%, passing the limit was not always enough; also: a part of the inactive calls stands beside numbers as strong as those of hits
Dengue-2 NS5 capping pilot replicate – further read-out of Dengue-2 NS5 capping, marked with its call; inhibition, %; measured here: pilot screen replicate inhibition
An asterisk follows results filed as active; i = inactive; ? = inconclusive; . = no result given; & = joins results of further samples; [ ] = another dose, or the depositor's remark. Rule as the data show it, unless noted: active = inhibition above about 50%; inactive = the rest. Some of the compounds tested (hit frequency here may not be typical).

SMILES	NOD1 NF-kB reporter	KOR beta-arrestin-1	HIV fusion peptide	HEK293 NOD2/NF-kB	AID2073	Yfh1-depleted yeast	West Nile antiviral	Dengue-2 NS5 capping	KOR beta-arrestin-2	others
Cc1ccc(S(=O)(=O)NNC(=O)/C=C/c2cccc(F)c2)cc1	9%	14%	-2.6%	30%	4%	.	-0.1%	5%	-6.3%
COc1cccc(N(CC(=O)NC2CCCCC2)C(=O)Cn2nnc(-c3ccc(C)o3)n2)c1	-28%	-21%	-1.6%	-13%	9%	.	-0.7%	-3%	-2.7%
COc1ccc(C2=NOC(CNC(=S)N3CCOCC3)C2)cc1 (configuration not stated)	-11%	3%	-0.7%	-40%	-19%	i	-0.1%	6%	0.3%
O=C(NCCCN1CCOCC1)c1cccnc1SCc1ccccc1Cl	3%	-45%	0.6%	2%	8%	i	-0.5%	13%	1.6%
Cc1cc([N+](=O)[O-])nn1CC(=O)Nc1ccc(Cl)cn1	-9%	16%	-1.5%	17%	-2%	i	-0.7%	-13%	-3.0%
CCOc1ccc(/C(CCC(=O)O)=N/NC(=S)NCCc2ccccc2)cc1	-23%	8%	20%	8%	8%	i	-1.1%	2%	-2.4%
Cc1cc(C(=O)COC(=O)C2CC2)c(C)n1-c1ccc(F)cc1	5%	-19%	-0.2%	60%*	-5%	i	-0.1%	-2%	-6.7%
COc1ccc2nc(SCC(C)=O)c(C#N)cc2c1	-26%	14%	-1.8%	8%	-10%	i	0.0%	?	6.9%
CCC(=O)N1c2ccc(S(=O)(=O)CCC(=O)NCCC3=CCCCC3)cc2CC1C (configuration not stated)	13%	4%	-2.0%	21%	12%	i	-0.2%	-5%	8.3%
COC(=O)Cc1c(C)c2c(OCc3nn[nH]n3)cc(C)cc2oc1=O	7%	-16%	6.7%	-25%	27%	i	1.1%	0%	0.5%
COc1ccc(C(=O)/C=C/c2ccc(-c3ccccc3)cc2)cc1CSCC(=O)O	15%	-45%	21µM*	0%	27%	.	0.8%	38µM*	1.1%
O=CNn1cnc2c(oc3nc(-c4ccccc4)cc(-c4ccco4)c32)c1=O	-32%	8%	35%	31%	47%	i	?	5%	-4.8%
CCOCCCNC(=S)NNC(=O)CCn1nc(C)c(Br)c1C	-20%	-10%	-0.8%	4%	-11%	i	0.6%	-11%	1.3%
O=C(c1ccco1)N1CCN(C2CC(=O)N(c3ccc(F)c(Cl)c3)C2=O)CC1 (configuration not stated)	-33%	-26%	1.0%	-24%	-6%	.	0.1%	-5%	1.8%
CCCCOCCCNC(=O)c1cccc(OC)c1	-26%	.	1.3%	13%	-1%	i	0.2%	-6%	-2.1%
CCOc1ccc(Cn2ccnc2CCl)cc1[N+](=O)[O-]	-13%	2%	-1.5%	16%	-1%	.	.	-8%	-0.7%
CC(C)N(CCO)C(=O)CCc1nnc(Cc2cccc(C(F)(F)F)c2)o1	-15%	10%[20 µM]	0.9%	-17%	37%	i	0.0%	-5%	.
Cc1c(Cl)c(C(F)(F)F)nn1CC(=O)NCc1ccco1	-24%	23%	0.5%	-8%	-18%	i	-0.8%	-16%	-5.7%
CC1(C)OC(=O)C(=CNc2ccc(F)cc2)C(=O)O1	-30%	-13%	-2.4%	-21%	-2%	i	0.0%	-1%	12%
Cc1cccc(C2c3[nH]c4ccccc4c3CCN2C(=O)c2cc(CC(C)C)nc(C)n2)n1 (configuration not stated)	-8%	-6%	2.5%	22%	6%	i	-0.9%	-2%	-0.7%
COC(=O)c1ccccc1NC(=O)c1ccc(-c2cccc(Cl)c2)o1	-58%	-42%	0.3%	-39%	7%	i	0.0%	-10%	3.5%
CCCN1Cc2cccc(C(=O)N3CCN(c4cc(Cl)ccc4C)CC3)c2C1=O	9%	-9%	0.2%	-19%	-6%	i	0.0%	1%	6.3%
O=C(NCC#CCOCc1ccccc1)c1ccccc1	-20%	-9%	1.7%	14%	-11%	i	0.5%	-3%	-1.7%
CN1C(=O)CC(n2c(CO)nc3ccccc32)C1=O (configuration not stated)	-15%	.	1.7%	-5%	5%	i	0.2%	-11%	.
N#CCC(=O)Nc1ccc(C(=O)Nc2cccc(S(N)(=O)=O)c2)cc1	-16%	4%	4.0%	10%	31%	i	0.2%	-8%	-3.8%
COc1ccccc1C(O)(C(=O)N(NC(C)=O)c1ccccc1)c1ccccc1OC	-11%	5%	1.7%	6%	28%	.	0.1%	-3%	2.9%
Cc1cnc(NC(=O)CSc2nnc(-c3ccc(Cl)cc3Cl)n2N)s1	-22%	12%	-0.4%	1%	-34%	i	-0.1%	-6%	-4.8%
CCNC(=O)c1cccc(S(=O)(=O)N2CCCCCC2)c1	-4%	-4%	-1.6%	22%	-5%	i	-0.9%	-3%	-1.0%
COC(=O)c1ccccc1NC(=O)CN(C)S(=O)(=O)c1ccc(OC)cc1	-17%	-14%	0.0%	1%	-8%	i	-0.4%	-1%	-4.5%
Cc1oc(-c2ccccc2F)nc1CSCC(=O)NCc1ccc2c(c1)OCO2	-12%	-4%	-3.4%	4%	-1%	i	-1.2%	-5%	-0.9%	Dengue-2 NS5 capping pilot replicate=-3.9

Next section, starting with the last 3 of the part before.
SMILES	NOD1 NF-kB reporter	KOR beta-arrestin-1	HIV fusion peptide	HEK293 NOD2/NF-kB	AID2073	Yfh1-depleted yeast	West Nile antiviral	Dengue-2 NS5 capping	KOR beta-arrestin-2	others
CCNC(=O)c1cccc(S(=O)(=O)N2CCCCCC2)c1	-4%	-4%	-1.6%	22%	-5%	i	-0.9%	-3%	-1.0%
COC(=O)c1ccccc1NC(=O)CN(C)S(=O)(=O)c1ccc(OC)cc1	-17%	-14%	0.0%	1%	-8%	i	-0.4%	-1%	-4.5%
Cc1oc(-c2ccccc2F)nc1CSCC(=O)NCc1ccc2c(c1)OCO2	-12%	-4%	-3.4%	4%	-1%	i	-1.2%	-5%	-0.9%	Dengue-2 NS5 capping pilot replicate=-3.9
CCn1cc(SCC(N)=O)c2ccccc21	10%	-48%	-0.7%	-4%	-1%	i	-0.2%	-3%	-1.3%
O=C(O)CC(c1cccc(O)c1)N1Cc2ccccc2C1=O (configuration not stated)	4%	13%	1.5%	15%	7%	.	0.3%	-7%	-2.9%
CCOc1ccc(N2CC(C(=O)NCCc3ccc(S(N)(=O)=O)cc3)CC2=O)cc1 (configuration not stated)	-36%	-34%	0.9%	3%	-1%	.	0.2%	-1%	-0.7%
COc1cc(CNCCN2CCOCC2)ccc1OCc1ccccc1Cl	-15%	10%	-0.7%	6%	1%	i	0.2%	2%	3.1%
O=C(Nc1ccc(F)cc1)Nc1cccnc1	-13%	17%	-1.4%	-3%	19%	.	0.0%	-58%	-4.8%
O=C(c1cccc([N+](=O)[O-])c1)N1CCCC(C(=O)N2CCc3ccccc3C2)C1 (configuration not stated)	-21%	-34%	-0.2%	-1%	-4%	.	0.1%	-1%	-1.3%
O=C1NN(c2ccccc2)C(=O)C2C3C=CC(C4CC34)C12 (configuration not stated)	11%	-18%	0.2%	15%	-5%	i	0.0%	-3%	2.8%
Cc1nn(CC(=O)NCCCN2CCC(Cc3ccccc3)CC2)c(=O)c2cc(-c3ccccc3)nn12	-40%	-29%	-1.7%	5%	-1%	.	-0.8%	-6%	-4.2%
CCN1CCCC1CNC(=O)c1ccc2c(c1)N(Cc1ccccc1F)C(=O)c1ccccc1S2(=O)=O (configuration not stated)	-11%	-20%	-0.4%	-43%	?	.	-0.4%	4%	3.4%
CC(C)CC(=O)Nc1nc2ccc(S(=O)(=O)N3CCOCC3)cc2s1	-12%	-38%	3.4%	-26%	-7%	i	-0.1%	3%	1.4%
CC(C)C(NC(=O)C(C)N1C(=O)c2ccccc2C1=O)c1ccccc1 (configuration not stated)	-7%	18%	-1.8%	-7%	9%	.	-0.3%	-9%	-1.4%
COCc1cc(N2CCCC2)nc(-c2ccccc2)n1	-36%	-15%	-1.8%	5%	-6%	i	-0.4%	2%	-2.3%
CCC(=O)Nc1ccc(C(=O)N/N=C/c2cc(Br)c(OC)cc2OC)cc1	-11%	-6%	-0.5%	8%	6%	i	0.3%	-4%	2.4%
CCc1ccc(N2CN(CCc3ccccc3)CNC2=S)cc1	-9%	22%	-2.2%	0%	-22%	i	-0.1%	.	3.1%
O=C(Cn1nc(-c2ccc(Cl)cc2)ccc1=O)N1CCN(c2ccccc2)CC1	4%	-32%	-0.4%	15%	24%	.	.	-8%	9.7%
O=C(Nc1ccc(-n2cccn2)cc1)C1CCCCN1Cc1cccc2cccnc12 (configuration not stated)	7%	-34%	2.3%	4%	4%	.	-0.1%	-3%	-1.6%
O=C(NCc1cccnc1)c1cccnc1Sc1ccc(Cl)cc1	-2%	-30%	-3.4%	-4%	-5%	i	.	-3%	2.8%
CCOC(=O)c1c(C)[nH]c(C(=O)COC(=O)CSCC(=O)N(CC)CC)c1C	-16%	-10%	-3.3%	1%	1%	i	1.4%	-4%	2.8%
COc1ccc(OC)c(Nc2cc(-c3ccccc3)nc(N)n2)c1	-23%	-88%	-0.3%	-3%	8%	.	-0.7%	.	1.6%
COc1ccc(OC)c(NC(=O)CSc2ccc3nnc(-c4cccnc4)n3n2)c1	0%	9%	-1.4%	-25%	4%	i	-0.6%	3%	0.2%
O=C(Nc1cnccn1)c1ccc(F)cc1Cl	-37%	-27%[20 µM]	0.0%	-11%	29%	.	-0.8%	.	2.7%
Fc1ccccc1CNc1ncnc2sccc12	25%	-30%	-0.7%	57%*	1%	.	-0.6%	-6%	7.7%
COc1ccc(C(O)C(CN2CCOCC2)c2ccccc2)cc1 (configuration not stated)	-38%	9%	1.6%	1%	11%	i	-0.2%	-5%	0.3%
CN1CCN(C(=O)c2cc(Cl)cc(Cl)c2)CC1	-14%	-4%[20 µM]	-1.1%	6%	0%	.	-0.3%	-12%	0.0%
CCOC(=O)C/C(C)=N/NC(=O)CNc1cccc(Cl)c1C	-26%	19%	-1.2%	10%	-2%	i	0.3%	1%	-3.9%
CCOc1ccccc1CNC(=O)C1CCC(=O)N1C(C)C (configuration not stated)	-40%	8%	2.8%	3%	14%	i	-0.3%	-2%	-2.6%
CC(C)C(NC(=O)C12CC3CC(CC(C3)C1)C2)C(=O)NC1=NCCS1 (configuration not stated)	70%	0%	1.9%	21%	-5%	i	-0.2%	.	0.3%
N#Cc1ccc(-c2cccs2)nc1SCc1cccnc1	-4%	-46%	-2.2%	-3%	-3%	i	-0.5%	.	.
CCS(=O)(=O)N1CCC(N2CCN(c3ccccc3)CC2)CC1	-17%	10%	-0.1%	-7%	12%	.	-0.5%	-3%	5.7%	Dengue-2 NS5 capping pilot replicate=-5.2
COc1ccc(Cl)c(Cn2c(NCCCO)nc3c2c(=O)n(C)c(=O)n3C)c1	3%	12%	4.5%	10%	-1%	i	0.0%	9%	14%
CN1CCN(Cc2nc3ccccc3c(=O)n2Cc2nc(-c3ccc4ccccc4c3)cs2)CC1	-54%	-14%	0.3%	-3%	1%	i	-1.6%	5%&6%	1.7%
